# GAA glycogen: qHTS Assay for Inhibitors and Activators of Human alpha-Glucosidase Cleavage of Glycogen; Lysosomal alpha-glucosidase (Homo sapiens), P10253; AID 2100, 2009; Potency, µM (series often up to 76.4 µM), without a hit: top-dose activity change, negative = inhibition, hits mostly inhibitors; recombinant GAA, glycogen substrate, Amplex Red glucose oxidase fluorescence; hit rate 0.38% among 300,000; active = well fitted inhibition curve with a large enough effect; inconclusive = small, poorly fitted or top-dose-only effect, or another doubt; inactive = no such curve, though single readings can be large or run the other way;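 also: 0% = full enzyme reaction and -100% = no-enzyme basal signal; the screen sought inhibitors and activators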
#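 Recombinant human enzyme (4 nM); glycogen substrate; 37 C, 40 min, pH 5.0. Readout: coupled glucose oxidase/Amplex Red fluorescence.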
# * = called active by the depositor; ? = inconclusive; [ ] = remark or other dose. Potency is read from the fitted curve at half-maximal effect. The list is partial; rates above refer to the full screens.
GAA glycogen	SMILES
-7%[76.3 µM]	COc1cccc(NC(=O)Cn2c3ccc(F)cc3c3nc4n(c(=O)c32)CCCS4)c1
2%[76.3 µM]	Cc1c2cnn(CC(=O)NC3CCCC3)c(=O)c2c(C)n1Cc1ccccc1
-5%[76.3 µM]	O=C(Nc1ccc(C2CC2(Cl)Cl)cc1)c1cccc([N+](=O)[O-])c1 (centres undefined)
-10%	CC(C)C(=O)N1CCN(c2ccc(NC(=O)c3ccco3)cc2Cl)CC1
5%[76.3 µM]	COc1ccc(OC)c(NC(=O)Nc2ccc3c(c2)OCO3)c1
-3%[76.3 µM]	C=CCc1cc(S(=O)(=O)c2ccc(O)c(CC=C)c2)ccc1O
2%[76.3 µM]	O=[N+]([O-])c1cccc(CSC2=NCCN2S(=O)(=O)c2ccccc2)c1
4%	COc1ccccc1CNC(=O)c1ccc2ccccc2n1
-4%[76.3 µM]	COc1cccc(C(=O)NCCNC(=O)c2ccc(C)nc2)c1
-1%	COc1cccc(N(C(=O)CNC(=O)c2ccco2)C(C(=O)NC2CCCC2)c2ccco2)c1 (centres undefined)
-2%[76.3 µM]	O=C(COc1ccccc1)NS(=O)(=O)c1ccc(Cl)cc1
-2%[76.3 µM]	CC(C)NC(=O)CN(Cc1ccc2c(c1)OCO2)C(=O)CCC(=O)Nc1ccccn1
-1%[76.3 µM]	COC(=O)C(CC(=O)c1ccc(Br)cc1)n1cccn1 (centres undefined)
-10%	O=C(O)C1CCC(CNCc2ccncc2)CC1 (centres undefined)
-6%[76.3 µM]	Cc1cccc(C)c1NC(=O)c1cc(S(=O)(=O)N2CCc3ccccc32)cn1C
0%	NS(=O)(=O)c1cc(C(=O)N2CCNC(=O)C2)ccc1Cl
0%[76.3 µM]	CN(Cc1ccccc1)C(=S)NC(=O)c1cccs1
5%	COC(=O)c1ccc(N2CCc3ccccc32)c([N+](=O)[O-])c1
17%[76.3 µM]	CC(NC(=O)c1cc(S(=O)(=O)N2CCCC2)cn1C)c1ccccc1 (centres undefined)
3%[76.3 µM]	Cc1nn(CCCC(=O)NCc2ccc(F)cc2)c(=O)c2nccn12
-5%[76.3 µM]	O=C(CCC(F)(F)F)N1CCCC(CO)(CCc2ccccc2)C1 (centres undefined)
-7%[76.3 µM]	CCOc1ccc(CNC(=O)c2ccccc2NC(=O)C2=CSCCO2)cc1
-11%[76.3 µM]	CCN(CC)CC(=O)N1CCCC(N2CCN(c3cccc(C(F)(F)F)c3)CC2)C1 (centres undefined)
-2%	COCC(=O)Oc1c(S(=O)(=O)c2ccc(C)cc2)c(C)nn1C(C)(C)C
-18%[76.3 µM]	CC(Nc1nc(-c2cccnc2)nc2ccccc12)c1ccc(F)cc1 (centres undefined)
-10%	CCCN1CCc2c(sc3nc(SC)n(-c4ccccc4)c(=O)c23)C1
-1%	Cc1cc(C)n(CC(O)COc2ccc(F)cc2)n1 (centres undefined)
7%	CCOC(=O)c1cc2ccccc2n1CC(=O)c1ccccc1
0%[76.3 µM]	CCC(C)NC(=O)c1ccc(NS(=O)(=O)c2ccc3[nH]c(=O)[nH]c3c2)cc1 (centres undefined)
-11%	O=C(O)c1ccc2c(c1)C(=O)N(c1cccc3ccccc13)C2=O

# Sorted by molar mass (rising): 15 of the compounds above.
GAA glycogen	SMILES
-10%	O=C(O)C1CCC(CNCc2ccncc2)CC1 (centres undefined)
-1%	Cc1cc(C)n(CC(O)COc2ccc(F)cc2)n1 (centres undefined)
0%[76.3 µM]	CN(Cc1ccccc1)C(=S)NC(=O)c1cccs1
5%	COC(=O)c1ccc(N2CCc3ccccc32)c([N+](=O)[O-])c1
7%	CCOC(=O)c1cc2ccccc2n1CC(=O)c1ccccc1
-11%	O=C(O)c1ccc2c(c1)C(=O)N(c1cccc3ccccc13)C2=O
0%	NS(=O)(=O)c1cc(C(=O)N2CCNC(=O)C2)ccc1Cl
-1%[76.3 µM]	COC(=O)C(CC(=O)c1ccc(Br)cc1)n1cccn1 (centres undefined)
-5%[76.3 µM]	O=C(CCC(F)(F)F)N1CCCC(CO)(CCc2ccccc2)C1 (centres undefined)
17%[76.3 µM]	CC(NC(=O)c1cc(S(=O)(=O)N2CCCC2)cn1C)c1ccccc1 (centres undefined)
-10%	CCCN1CCc2c(sc3nc(SC)n(-c4ccccc4)c(=O)c23)C1
-2%	COCC(=O)Oc1c(S(=O)(=O)c2ccc(C)cc2)c(C)nn1C(C)(C)C
0%[76.3 µM]	CCC(C)NC(=O)c1ccc(NS(=O)(=O)c2ccc3[nH]c(=O)[nH]c3c2)cc1 (centres undefined)
-7%[76.3 µM]	CCOc1ccc(CNC(=O)c2ccccc2NC(=O)C2=CSCCO2)cc1
-6%[76.3 µM]	Cc1cccc(C)c1NC(=O)c1cc(S(=O)(=O)N2CCc3ccccc32)cn1C

# More compounds follow:
GAA glycogen	SMILES
1%	O=C(Nc1ccc(S(=O)(=O)Nc2nccs2)cc1)c1cccc(F)c1
-2%[76.3 µM]	Cc1ccc(/C=N/NC(=O)c2nnn(-c3nonc3N)c2CSc2ccc(Cl)cc2)o1
5%	O=C1[C@@H]2CSCN2C(=O)CN1Cc1c(F)cccc1Cl
-11%[76.3 µM]	CC1CCN(C(=O)c2ccccc2NC(=O)c2cccc(S(=O)(=O)N(C)C)c2)CC1
4%[76.3 µM]	C=CCn1c(NC(=O)c2ccco2)nc2ccccc21
-2%[76.3 µM]	O=c1[nH]cnc2c1c(-c1ccccc1)cn2-c1ccccc1
10µM*	O=[N+]([O-])c1ccc(N(CCO)Cc2ccccc2)c([N+](=O)[O-])c1
2%	Cc1ccc(S(=O)(=O)N/N=C/c2ccccc2O)cc1
3%	COc1ccc(C(C(=O)NCc2ccccc2)N(Cc2ccco2)C(=O)c2snc(C(N)=O)c2N)cc1 (centres undefined)
2%	O=C(COc1ccc2ccccc2c1)NNC(=O)c1ccccc1
-3%[76.3 µM]	Cc1ccc2[nH]c(C(=O)N3CCC(C(N)=O)CC3)cc2c1
-13%[76.3 µM]	O=c1[nH]c(/C=C\c2cccc(F)c2)nc(O)c1[N+](=O)[O-]
1%	O=C(O)c1ccc2oc(=O)c(S(=O)(=O)c3ccc(F)cc3)cc2c1
-8%[76.3 µM]	COc1ccc(C(=O)N(C)C(C)c2ccon2)cc1OC1CCN(C(C)C)CC1 (centres undefined)
-13%	CC(C)CNC(=O)C1CCN(S(=O)(=O)c2ccc(-n3cnnn3)cc2)CC1
8%[76.3 µM]	Cc1cc(C)c(S(=O)(=O)N2CCN(C(=O)CN3C(=O)NC4(CCCC4)C3=O)CC2)c(C)c1
-4%[76.3 µM]	O=C(C[n+]1ccncc1)c1ccccc1
0%[76.3 µM]	COC(=O)C1=C(C)NC(=S)NC1c1ccc(OCC(=O)N2CCCCC2)c(OC)c1 (centres undefined)
-3%[76.3 µM]	O=C(O)c1cccc2c1C(=O)N(Cc1ccccc1)C2
14%[76.3 µM]	CCCCNC(=O)O[C@@H]1C[C@@H]2CCN3C(=O)CCC[C@H]([C@H]1CC)[C@H]23
5%[76.3 µM]	COc1cc(/C=N/c2oc(C)c(C)c2C#N)cc(Br)c1O
-1%[76.3 µM]	Cc1cc(NC(=O)c2ccccc2F)cc(C)c1OCC(=O)N1CCOCC1
2%	O=C(CSc1nc(C2CC2)nc2ccccc12)N1CCCCC1
6%[76.3 µM]	COc1ccc(C2/C(=C(/O)c3ccc(Br)cc3)C(=O)C(=O)N2C)cc1OC (centres undefined)
2%[76.3 µM]	Cc1ccc(-c2c(C)sc3nc[nH]c(=O)c23)cc1C
3%	CCCCc1ccc(NC(=O)CSC2=NN3CCCC(=O)N=C3S2)cc1
7%	NC(=O)c1cc(C(=O)Cc2ccc(Cl)cc2)c[nH]1
3%[76.3 µM]	COc1ccc(-c2csc(NC(=O)CN3C(=O)C4CCCCC4C3=O)n2)cc1OC (centres undefined)
3%[76.3 µM]	Cc1ccc(NC(=S)N2CCCCCC2)c(C)c1
-8%[76.3 µM]	Oc1ccc(/C=N/N(c2ccccc2)c2ccccc2)cc1O
8%[76.3 µM]	O=c1[nH]cnc(O)c1C(c1ccc([N+](=O)[O-])cc1)c1c(O)nc[nH]c1=O
-1%[76.3 µM]	O=C(OCCCOC(=O)c1ccccc1O)c1ccccc1O
-4%[76.3 µM]	Cn1cc(SCC(=O)NC2CCCCC2)c2ccccc21
-10%[76.3 µM]	CSc1ccc(-c2sc(Nc3cccc4ccccc34)n[n+]2-c2ccccc2)cc1
4%	COC(=O)Cn1cc(S(=O)(=O)NCc2ccc(C)cc2)c2cc([N+](=O)[O-])ccc21
5%[76.3 µM]	O=Cc1c(NCCN2CCCC2)c2ccccc2[nH]c1=O
15%[76.3 µM]	Cc1c(OC(C)C(=O)N[C@H](C(=O)O)c2ccccc2)ccc2c3c(c(=O)oc12)CCCC3 (some centres undefined)
?	COc1ccc(CN2CCC(=O)N([C@H](CO)Cc3ccccc3)CC2)cc1OC
2%[76.3 µM]	Cc1cc(C)c2c(N)c(C(=O)Nc3c(C)n(C)n(-c4ccccc4)c3=O)sc2n1
-7%	CCCCNS(=O)(=O)c1cc(-c2nn(C)c(=O)c3ccccc23)ccc1C
8%[76.3 µM]	O=C(Nc1cccnc1)c1cc2c(s1)-c1ccccc1OC2
-16%[76.3 µM]	C=CCNc1nc(-c2c(C)nc3ncccn23)cs1
-7%[76.3 µM]	CN(C)c1nc(NCc2ccccc2)nc(SCC(N)=O)n1
-2%	COc1ccc(C(O)P(=O)(OCCC(C)C)c2ccc(N(C)C)cc2)cc1 (centres undefined)
-8%[76.3 µM]	Cc1ccc(N(C(=O)CNC(=O)c2ccco2)C(C(=O)NC2CCCC2)c2cccnc2)cc1F (centres undefined)
-2%	Cc1nc(Nc2ccc(Cl)cc2)c2oc3ccccc3c2n1
2%[76.3 µM]	CN(C(=O)CC1C(=O)NCCN1Cc1cccc(F)c1F)C1CC(C)(C)NC(C)(C)C1 (centres undefined)
-1%	Cc1ccc(C(=O)Nc2ncc(C)s2)s1
4%	CN(CC(=O)N1CCc2ccccc2C1)c1ccccc1
4%[76.3 µM]	CN(CCOc1ccccc1)C(=O)C1CCC(=O)N(CCN2CCOCC2)C1 (centres undefined)

# The results go on.
GAA glycogen	SMILES
-8%[76.3 µM]	COc1ccc(COC(=O)C2=C(C)NC(=O)NC2c2ccc(F)cc2)cc1 (centres undefined)
8%	CN(C)S(=O)(=O)c1ccc(S(=O)(=O)NCc2cccs2)cc1
-3%[76.3 µM]	CCCOc1cccc(C2C(C(=O)c3ccco3)=C(O)C(=O)N2CCCn2ccnc2)c1 (centres undefined)
0%	S=c1[nH]nc(COc2ccccc2)n1/N=C/c1ccc(Cl)c(Cl)c1
-2%[76.3 µM]	CCc1ccc(NC(=O)CCc2c(C)nn(-c3ccc(N4CCOCC4)nn3)c2C)cc1
-5%[76.3 µM]	Cc1ccc(C(=O)N2CCN(C)CC2)cc1[N+](=O)[O-]
-5%[76.3 µM]	COc1cccc2sc(N(CCN(C)C)C(=O)c3ccc4c(c3)CCCC4)nc12
-13%	Cc1cc(Br)c(NC(=O)Cn2c([N+](=O)[O-])cnc2C)cc1C
1%	Fc1cc(F)c(NC(=S)N2CCOCC2)c(F)c1
1%[76.3 µM]	COCCN1CCN(C(=O)C2CCC(=O)N(CCc3cccc(F)c3)C2)CC1 (centres undefined)
3%	Cc1cccc(Nc2c([N+](=O)[O-])ccc3nonc23)c1
-7%[76.3 µM]	CC1CCN(C(=O)Cn2nnc(-c3ccc([N+](=O)[O-])cc3)n2)CC1
-12%[76.3 µM]	CC(C)COc1ccc(C(=O)Nc2ccc(N3CCOCC3)cc2N2CCOCC2)cc1
-14%[76.3 µM]	O=C(c1cccc(Cl)c1)N1CCC2(CC1)NCCc1[nH]cnc12
-4%	O=C(O)CCc1ccc(-c2ccc(Br)cc2)n1-c1ccc(O)cc1
5%[76.3 µM]	CN1C(=O)C(C)(C)c2cc(S(=O)(=O)N3CCN(c4ccccc4F)CC3)ccc21
0%	CCOc1ccccc1Nc1ncnc2ccc(Br)cc12
-4%	CNC(=O)C1CC(=O)N(CCc2ccc(C)cc2)C1 (centres undefined)
2%	CCCc1ccc(OCc2ccc(C(=O)NN)o2)c(OC)c1
-5%	O=C(O)c1cccc(N2C(=O)CSC2c2ccccc2)c1 (centres undefined)
-7%[76.3 µM]	Cc1ccc(C)c(OCc2cc(C(=O)N3CCN(c4cnccn4)CC3)no2)c1
-11%[76.3 µM]	CC(=O)N1CCN(CC(O)Cn2c3ccccc3c3ccccc32)CC1 (centres undefined)
-8%	COc1ccc(-n2nc(C(=O)NCC(=O)NCCCN3CCOCC3)c3ccccc3c2=O)cc1Cl
0%[76.3 µM]	NC(=O)c1cc(S(=O)(=O)NCCc2ccc(S(N)(=O)=O)cc2)cs1
3%	O=C(N/N=C/c1cccc2ccccc12)c1cccs1
16%[76.3 µM]	CN1CCN(c2ncnc3scc(-c4ccccc4Cl)c23)CC1
1%[76.3 µM]	COc1ccccc1OCC(=O)NCCS(=O)(=O)N1CCN(c2ccc(F)cc2)CC1
2%	Cc1ccc(C(=O)Nc2ccccc2N2CCCCC2)cc1
-9%	CC(=O)NN1CCc2cc3ccc(C)cc3nc21
-1%[76.3 µM]	COc1cccc(CNC(=O)CCNC(=O)c2ccccc2OC)c1
-15%[76.3 µM]	Cn1cc(S(=O)(=O)c2ccccc2)c(=O)c2cc(Cl)ccc21
6%[76.3 µM]	COc1ccc(/C(O)=C2/C(=O)C(=O)N(CCCN3CCOCC3)C2c2ccc(C)cc2)cc1 (centres undefined)
0%[76.3 µM]	O=C(COc1cccc2ccccc12)Nc1ccc(Cl)cc1C(=O)O
1%	CC(C)c1ccc(S(=O)(=O)/N=C2\C=C(NS(=O)(=O)c3ccccc3)C(=O)c3ccccc32)cc1
-6%[76.3 µM]	COCC1CCCN(C(=O)c2ccc3oc(C(C)C)nc3c2)C1 (centres undefined)
7%	COc1ccc(S(=O)(=O)CCC(=O)Nc2c(C)cccc2C)cc1
-4%	O=C(Nc1ccc(OCC(=O)N2CCOCC2)cc1)c1cc(F)c(F)cc1Cl
